# Tb PYK inh: qHTS of Trypanosoma Brucei Inhibitors. pyruvate kinase (Trypanosoma brucei), Q57TT1. TbPYK enzyme, Kinase-Glo Plus ATP luminescence, 45 min. Potency, µM (highest dose often 76.8 µM), without a hit: at the highest dose activity, negative = inhibition, hits mostly inhibitors. 410,000 tested, 0.12% active. AID 624173, 2012; active = well fitted inhibition curve with a large enough effect; note: nearly all actives have a fitted effect of over 50% in size
#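 TbPYK + substrate in 50 mM TEA pH 7.2, 100 mM KCl, 10 mM MgCl2, 0.05% BSA, 0.01% Tween-20; cpd pinned; ADP 130 uM final; 45 min RT; Kinase-Glo Plus 10 min; luminescence endpoint.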
# * hit, by the source's call. % is set by controls: 0 for no effect and ±100 for the full control effect; potency is the fitted concentration of half-maximal effect. This is a subset; count on the stated rates, not on these rows.
SMILES,Tb PYK inh
CCOC(=O)CNC(=O)N1CCN(S(=O)(=O)c2ccc3c(ccn3C)c2)CC1,6%
COc1ccc(NC(=O)c2ccc(-c3nc(CSc4ccccc4)c(C)o3)cc2)c(OC)c1,-1%
COCCNS(=O)(=O)c1cc(-c2nn3c(C)nnc3c3ccccc23)ccc1C,-1%
COc1cccc(Cc2nc3ccccc3nc2SCC(=O)N2CCCc3ccccc32)c1,-10%
O=C(COCc1cc(-c2ccc3c(c2)OCO3)on1)NCc1ccccc1Cl,-1%
Cc1ccc(CNc2nc(-c3ccco3)nn2S(C)(=O)=O)cc1,-3%
COc1ccc(NC(=O)CSc2nc(-c3ccc(OC)c(OC)c3)[nH]c2-c2ccc(C)cc2)cc1,-5%
COc1ccc(NC(=O)CCS(=O)(=O)c2ccc3nc(C)sc3c2)cc1Cl,-5%
Cn1c(=O)c2c(nc(N3CCOCC3)n2Cc2ccccc2)n(C)c1=O,2%
CCOC(=O)c1ccc(N2CCN(c3cc(C)ccc3C)CC2)c(NC(=O)Nc2ccc(CC)cc2)c1,-6%
CC(=O)CC/C=C(\C)CC/C=C(/C)CC/C=C(\C)CCC=C(C)C,1%
Cc1ccc(Nc2nc(NCCO)nc(N3CCCC3)n2)cc1,-2%
COc1cc(NC(=O)c2nc3ccccc3n(C)c2=O)cc(OC)c1OC,-1%
Cc1cc(C)c(Nc2ncnc3c2cnn3C)c(C)c1,-11%
O=S(=O)(c1ccc(Cl)cc1)c1nc(-c2cccc(Br)c2)oc1NCc1ccccc1,-4%
CC(NC(=O)c1nn(C)c2c1CSc1ccccc1-2)c1ccccc1 (stereo not given),1%
CCCCCCNC(=O)c1c[nH]c2ccc(S(=O)(=O)N(C)c3ccc(C(C)C)cc3)cc2c1=O,-4%
Cc1ccc(C)c(NC(=O)CCc2nc(-c3ccc(C(C)(C)C)cc3)no2)c1,2%
CCC(=O)Nc1cc(-c2cccc(C)c2)nn1-c1ccccc1,1%
Cc1noc(/C=C/c2ccccc2F)c1S(=O)(=O)N1CCC(C(=O)N2CCOc3ccccc32)CC1,-3%
Cc1ccc(NC(=O)C(C)Sc2nc(-c3ccccc3)c(C#N)c(=O)[nH]2)c(C)c1 (stereo not given),0%
O=C1c2[nH]nc(-c3ccccc3O)c2C(c2cccc(Br)c2)N1Cc1ccncc1 (stereo not given),1%
CCOC(=O)c1ccc(NC(=O)CSc2nccn2-c2ccc(OCC)cc2)cc1,-15%
COC(=O)c1c(N)n(-c2ccc(OC)c(OC)c2)c2nc3ccccc3nc12,0%
CC1CCN(S(=O)(=O)c2ccc3c(c2)c(=O)c(C(=O)NC(C)c2ccccc2)cn3C)CC1 (stereo not given),1%
COc1ccccc1CNC(=O)Nc1ccc2c(c1)N(C)C(=O)c1ccccc1S2,1%
O=C(O)c1ccc(Nc2nc3ccccc3n3cnnc23)cc1,-5%
CCOc1ccc(CNCCCSc2nnnn2C)cc1OC,1%
Cc1ccc(Cn2ccnc2SCC(=O)Nc2nnc(C)s2)cc1,2%
COc1ccc(C2CC(=O)N(CC(=O)Nc3cccc(C)c3C)c3ccccc3S2)cc1OC (stereo not given),-6%

# 4 consecutive entries out of the list so far:
SMILES,Tb PYK inh
Cc1ccc(Nc2nc(NCCO)nc(N3CCCC3)n2)cc1,-2%
COc1cc(NC(=O)c2nc3ccccc3n(C)c2=O)cc(OC)c1OC,-1%
Cc1cc(C)c(Nc2ncnc3c2cnn3C)c(C)c1,-11%
O=S(=O)(c1ccc(Cl)cc1)c1nc(-c2cccc(Br)c2)oc1NCc1ccccc1,-4%

# Of the compounds above, 2 contain two or more sulfur atoms:
SMILES,Tb PYK inh
COc1ccc(NC(=O)CCS(=O)(=O)c2ccc3nc(C)sc3c2)cc1Cl,-5%
Cc1ccc(Cn2ccnc2SCC(=O)Nc2nnc(C)s2)cc1,2%

# New compounds follow
SMILES,Tb PYK inh
Cc1cccc(C)c1-n1ncc(C(=O)N2CCN(c3ncccn3)CC2)c1C1CCN(C(=O)OC(C)(C)C)CC1,-10%
COc1cc(NC(=O)CSc2nc(-c3ccc(C(C)C)cc3)no2)cc(OC)c1,-5%
CCOc1ccc(NC(=O)CSc2nc3nc(C)c(Cc4ccccc4)c(C)n3n2)cc1,3%
COc1ccc(CN2C(=O)N(c3ccc(F)cc3)C(=O)C2CC(=O)Nc2ccccc2)cc1 (stereo not given),-11%
O=C(Nc1cc(-c2nc3cc(Cl)ccc3o2)ccc1Cl)c1cc([N+](=O)[O-])ccc1N1CCOCC1,0%
Cc1ccc(S(=O)(=O)Nc2cc3c(cc2C)n(C)c(=O)c(=O)n3C)c(C)c1,-3%
CCOC(=O)c1[nH]c(C)c(C(=O)NCc2ccc(F)cc2)c1C,0%
CCC(Sc1nnc(C)n2c1cc1occc12)C(=O)Nc1ccccc1OC (stereo not given),-2%
CCOC(=O)C1CCN(CCC(=O)Nc2ccc(OC)cc2)CC1,-2%
Cc1cccc(NC(=O)Cn2ncc3c4ccccc4n(Cc4ccccc4)c3c2=O)c1C,-1%
Cc1ccnc(NS(=O)(=O)c2ccc(NC(=O)c3nc(SC(C)C)ncc3Cl)cc2)n1,0%
Cc1ccc(C)c(N2CCN(C(=O)c3c(C)oc4nc(C)nc(N5CCOCC5)c34)CC2)c1,5%
Cc1ccc(C(=O)c2oc3ccccc3c2NC(=O)c2nc(S(C)(=O)=O)ncc2Cl)cc1F,0%
Cc1ccccc1CSc1nc2c(sc3ccccc32)c(=O)n1CCCC(=O)NCCCOC(C)C,-7%
O=S(=O)(c1ccc2[nH]c3c(c2c1)CCCCC3)N1CCN(c2ccccc2)CC1,-1%
Cc1ccc2nc(-c3c[nH]c4ccccc34)c(Nc3ccc(F)cc3)n2c1,-2%
CCC(=O)N1CCc2cc(Br)cc(S(=O)(=O)Nc3ccccc3C(=O)OC)c21,3%
CCOCCCNC(=O)C(c1ccc(Cl)cc1)N(Cc1ccc2c(c1)OCO2)C(=O)c1ccc(NC(C)=O)cc1 (stereo not given),0%
COc1ccc(Oc2ncc3nc(-c4ccc(Cl)cc4)c(=O)n(C)c3n2)cc1,2%
Cc1ccc(C)c(N2CCN(C(=O)c3ccc(-c4nc(COc5ccccc5)c(C)o4)cc3)CC2)c1,0%
COc1cccc(C(=O)Nc2ccccc2C(=O)OCc2cc(=O)n3c4c(sc3n2)CCCC4)c1,-4%
CCN(CCCNC(=O)c1nn(-c2ccc(C)cc2)c(=O)c2c1c1ccccc1n2C)c1ccccc1,7%
Cc1nn(C)c2c1c(C(F)(F)F)cc(=O)n2C(C)C(=O)NCCc1ccccc1 (stereo not given),-4%
COc1ccc(-n2nnc(-c3nc(-c4ccccc4C)no3)c2N)cc1Cl,-3%
Cc1ccc(S(=O)(=O)NCC(c2ccc(N(C)C)cc2)N2CCCC2)cc1 (stereo not given),-2%
Cc1cccc(C)c1-n1ncc(C(=O)Nc2ccc3c(c2)OCO3)c1C1CCN(C(=O)OC(C)(C)C)CC1,-9%
CCC(C)S(=O)(=O)c1oc(-c2cccs2)nc1S(=O)(=O)c1ccccc1 (stereo not given),1%
COc1ccccc1Cn1cc(C(=O)c2ccc(C)cc2)c(=O)c2cc(C)ccc21,0%
Cc1ccccc1C(=O)NNc1ncnc2c1cnn2-c1cccc(Cl)c1,-5%
CCc1ccccc1NC(=O)Nc1cc(C(=O)NCc2ccc(C)cc2)ccc1N1CCCC1,-2%

# (next part)
SMILES,Tb PYK inh
CC1CCCCN1CCCNC(=O)c1sc2ncccc2c1-n1cccc1 (stereo not given),3%
COc1ccc2nc3oc(C(=O)Nc4cccc(C(F)(F)F)c4)cc3cc2c1,5%
Cc1ccc(-n2nc(C(=O)N3CCC(C)CC3)c(=O)n(C)c2=O)cc1,1%
Cc1ccccc1OCCSc1nc2ccc(NC(=O)c3cccc(F)c3)cc2s1,-14%
COc1cc(C2C(=O)N(C3CCCCCC3)CC(=O)N2Cc2ccccc2)ccc1OC(C)C (stereo not given),-3%
CCCCN(CC)CCCNC(=O)Cn1ncc2c3ccccc3n(C)c2c1=O,2%
COc1cccc(NC(=O)N2CCC(n3c(C)nc4cccnc43)CC2)c1,-2%
COc1cc(C[C@H]2NCCc3cc(O)c(O)cc32)cc(OC)c1OC,1%
Cc1ccccc1C(=O)Nc1c(C)nc(Nc2ccccc2)nc1Nc1ccccc1,-1%
Cc1nc2nc(SCC(=O)NC3CCC(C)CC3)nn2c(C)c1Cc1ccccc1 (stereo not given),5%
O=C(NC1CCCCC1)c1ccc(CSc2nc3cccnc3n2Cc2cccc(F)c2)cc1,3%
CC(C)(C)CC(=O)NC1CC(=O)N(c2ccc3c(c2)OCCO3)C1 (stereo not given),0%
Cc1cc(Br)ccc1NC(=O)c1cc2c(=O)n(C)c3cc(Cl)ccc3c2s1,0%
CCOc1ccccc1NC(=O)CSc1ccc2nnc(CCNS(=O)(=O)c3ccccc3)n2n1,-1%
Cn1c(=O)c2cc(C(=O)NCCCN3CCN(c4ccccc4F)CC3)sc2c2ccccc21,0%
Cc1ccc(NC(=O)c2nc(S(=O)(=O)Cc3cccc(C)c3)ncc2Cl)cc1,3%
CC1=C(c2ccc(Cl)cc2)S(=O)(=O)N=C1N1CCN(c2cccc(C(F)(F)F)c2)CC1,2%
CCOc1ccc(-n2c(Cc3ccccc3)nnc2SCc2nc(-c3cccs3)no2)cc1,-5%
COc1ccccc1NC(=O)C1=C(C)Nc2nc(-c3ccco3)nn2C1c1ccccc1 (stereo not given),-16%
COc1ccc(NC(=O)c2c(N)c(C(=O)c3ccc(OC)cc3)n3ccccc23)cc1,-2%
Cc1ccc(NC(=O)C(=O)NCC(c2cccnc2)N2CCOCC2)cc1Cl (stereo not given),-1%
CCc1cccc(NC(=O)CN2c3ccccc3S(=O)(=O)c3ccccc32)c1,-3%
CCOc1ccc(CN2CCc3nc(N4CCN(c5ccccc5OC)CC4)ncc3C2)cc1OC,-2%
COC(=O)N1CCC[C@@]2(CCN(c3ccncc3)C2)C1,3%
COc1ccc(OC)c2sc(N3CCN(C(=O)C4CC4)CC3)nc12,-3%
COc1ccccc1N1CCN(C(=O)c2cc3c(=O)oc4ccccc4c3s2)CC1,-2%
COc1ccc(N2CC(NC(=O)c3cccs3)CC2=O)cc1OC (stereo not given),-6%
CC(C)(C)C1CCc2nc(NC(=O)COc3ccc(F)cc3)sc2C1 (stereo not given),-8%
CC(C)(C)c1ccc(C(=O)N2CCN(CCc3ccccn3)CC2)cc1,15%
Cc1ccc(NS(=O)(=O)c2ccc3[nH]c4c(c3c2)CCCC4)c(C)c1,2%

# Exported as labelled records: entries from further up
CCc1cccc(NC(=O)CN2c3ccccc3S(=O)(=O)c3ccccc32)c1
  Tb PYK inh: -3%
Cn1c(=O)c2cc(C(=O)NCCCN3CCN(c4ccccc4F)CC3)sc2c2ccccc21
  Tb PYK inh: 0%
CCOc1ccccc1NC(=O)CSc1ccc2nnc(CCNS(=O)(=O)c3ccccc3)n2n1
  Tb PYK inh: -1%

# The listing continues.
SMILES,Tb PYK inh
CCc1ccc(CNC(=O)C2CCN(c3nnc(-n4c(C)ccc4C)s3)CC2)cc1,-6%
CCOC(=O)N1CCN(C(=O)CN(c2cc(C)ccc2OC)S(=O)(=O)c2ccc(C)cc2)CC1,-3%
CCN(C(=O)CSc1nc2ccccc2n1Cc1ccccc1C#N)c1ccccc1,1%
COc1cccc(CNC(=O)CCn2nc(C)c3c(C)n(-c4ccccc4)nc3c2=O)c1,-7%
O=c1c2ccccc2nc(N2CCN(c3cccc(Cl)c3)CC2)n1-c1ccccc1,5%
Cc1cccc(OCc2nnc(-c3ccccc3)o2)c1,-6%
COc1ccc(OC)c(-c2cc(C(=O)NC(C)c3ccccc3)no2)c1 (stereo not given),12%
COc1cccc(C(=O)Nc2ccc(-c3nc4ccccc4s3)cc2Cl)c1,1%
O=C(CCCn1c(=O)c2cccn2c2ccccc21)NCc1ccccc1Br,1%
CCOc1cc2sc(N3CCC(C(=O)Nc4cc(C)cc(C)c4)CC3)nc2cc1Br,1%
COc1ccccc1-c1cc(C(=O)N2CCCCC2C)no1 (stereo not given),3%
Cc1ccc(NC(=O)CCC(=O)N2Cc3ccccc3Oc3ncccc32)cc1F,0%
Cc1cccc(Cn2c(=O)n(CCc3ccccc3)c(=O)c3c(C)c(C)sc32)c1,-7%
COc1ccc(NC(=O)CN(C)S(=O)(=O)c2ccc3c(c2)CCCN3C(C)=O)cc1Cl,4%
CCc1nnc(NC(=O)c2nc(SCc3ccc(F)cc3)ncc2Cl)s1,-4%
CCCc1cnc2c(c1SCC(=O)Nc1ccc([N+](=O)[O-])cc1)c(=O)n(C)c(=O)n2C,-28%
Cc1ccc(-c2cnc(C3CC3)o2)cc1S(=O)(=O)Nc1cccc(C)c1C,-8%
Cc1ccccc1CSc1nc2cc(C(=O)NC3CCCC3)ccc2c(=O)n1Cc1ccccc1,1%
COc1ccc(N(C(=O)c2ccc(C)cc2)S(=O)(=O)c2ccc(Cl)cc2)cc1,2%
CCc1ccc(Sc2cc(C(=O)NCCCN3CCC(C)CC3)c3ccccc3n2)cc1,0%
c1ccc(-c2ccc(N3CCCC4(CCNCC4)C3)cc2)cc1,-3%
CCOc1ccc(C2C(=O)N(C3CCCCC3)CC(=O)N2Cc2ccc(F)cc2)cc1OC (stereo not given),0%

# Bioassay records deposited in PubChem BioAssay by National Center for Advancing Translational Sciences (NCATS).
